Screens: PubChem BioAssay, National Center for Advancing Translational Sciences (NCATS)
Abeta yeast res: restores growth of yeast expressing A-beta42 peptide; yeast expressing A-beta42, growth rescue, OD600, 48 h; response scale: 0% DMSO, 100% iron-clioquinol control; Potency, µM (doses to about 46.1 µM), without a hit: top-dose growth rescue, usual class: activators; 0.063% of 410,000 active; note: potency is the fitted concentration of half-maximal effect; nearly all actives have a fitted effect of over 55% in size
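Yeast A-beta toxicity model in growth medium with pinned compounds, 48 h at 30 C; growth read as absorbance at 600 nm. Normalized to FeCl3/clioquinol equimolar mix (positive) and DMSO (negative).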
EPAC2 antagonist: EPAC2 (human) antagonism | EPAC2 GEF exchange of Rap1B-BODIPY-GDP, fluorescence | 0.18% of 360,000 active | Potency, µM (highest dose often 114 µM), inactives show top-dose activity, negative = inhibition, most hits filed as inhibitors | AID 720708; note: potency is the fitted concentration of half-maximal effect; % is set by controls: 0 for no effect and ±100 for the full control effect; nearly all actives have a fitted effect of over 45% in size; many of its hits are not listed in these tables
TDP-43 yeast inh: TDP-43 toxicity inhibition in yeast; TDP-43 expressing yeast growth rescue, BacTiter-Glo, 24 h; Potency, µM (doses to about 46.1 µM), without a hit: at the top dose growth rescue (activation), actives largely listed as activators; 1.8% of 410,000 active; note: potency is the fitted concentration of half-maximal effect; % of control where 0% means no effect; nearly all actives have a fitted effect of over 50% in size
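Readout is BacTiter-Glo luminescence of cell growth, so inhibitors register as activators. TDP-43-expressing yeast at OD600=0.02 in galactose medium, after raffinose pregrowth to mid-log, were incubated with compound for 24 hr at 30 deg C.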
DRD3 agonist: D3 dopamine receptor (human) agonism. P35462. D3R DiscoveRx beta-arrestin cells, luminescence, 90 min. max activation, %. 0.58% of 410,000 active; in the data active = max activation above about 30%; note: 0% is about no effect; mostly tested at two doses, the higher about 12 µM
Target sequence (P35462 whole entry, looked up): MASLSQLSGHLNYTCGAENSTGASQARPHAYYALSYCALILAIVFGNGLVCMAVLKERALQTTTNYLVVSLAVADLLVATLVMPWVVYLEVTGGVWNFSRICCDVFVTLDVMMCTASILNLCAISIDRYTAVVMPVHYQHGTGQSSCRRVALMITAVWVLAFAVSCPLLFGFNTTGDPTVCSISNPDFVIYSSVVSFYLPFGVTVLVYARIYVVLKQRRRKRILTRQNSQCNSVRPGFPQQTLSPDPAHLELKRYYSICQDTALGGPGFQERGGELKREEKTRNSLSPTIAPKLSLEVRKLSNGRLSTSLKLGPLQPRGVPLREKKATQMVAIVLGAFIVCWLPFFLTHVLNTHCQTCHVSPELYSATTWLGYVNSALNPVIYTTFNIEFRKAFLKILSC
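Agonist mode: compounds and dopamine controls were applied to plated cells for 90 min at 37 degrees C after an overnight attachment at 1500 cells/well. Luminescent read-out followed 30 - 60 minutes at room temperature with DiscoveRx detection reagent.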
aSyn rescue: alpha-synuclein toxicity inhibition in yeast; Yeast expressing alpha-synuclein, growth rescue, BacTiter-Glo, 24 h; Potency, µM (doses to about 46.1 µM), without a hit: at the highest dose growth rescue (activation), most hits filed as activators; 0.14% of 370,000 active; note: potency is the fitted concentration of half-maximal effect; % of control where 0% means no effect; nearly all actives have a fitted effect of over 65% in size
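Screening used galactose-induced yeast with toxic alpha-synuclein levels, exposed to compound for 24 hr at 30 deg C. Cell growth, read with BacTiter-Glo luminescence, gave the measured signal.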
EPAC2 ag: activates human EPAC2 exchange factor. Potency, µM (top dose mostly 154 µM), for the others: at the highest dose activation, actives largely listed as activators. 0.079% of 360,000 active. EPAC2 activation, biochemical qHTS; response scale: 100% = 6.5 mM cAMP response. Q8WZA2; note: potency is the fitted concentration of half-maximal effect; nearly all actives have a fitted effect of over 50% in size
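Guanine nucleotide exchange by EPAC2 is measured as reduced fluorescence of BODIPY-GDP once it is released from 250 nM Rap1B. Plates are read kinetically for 30 min at room temperature; results are scaled to 6.5 mM cAMP.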
FUS suppressor: suppressors of FUS proteinopathy in yeast | S. cerevisiae FUS-expressing, growth rescue, OD600, 24 h | Potency, µM (titrated, usually from 76.6 µM), for the others: at the highest dose growth rescue (activation), hits mostly activators | 0.24% of 390,000 active | AID 1347120;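 note: potency is the fitted concentration of half-maximal effect; plate controls were DMSO vehicle for no effect and reference control for full effect; nearly all actives have a fitted effect of over 55% in size; some results filed as inactive show a strong effect at the top dose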
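FUS-expressing yeast, raffinose-pregrown, induced in 2% galactose minimal medium at OD 0.005; compounds in a dilution series, 24hr at 30C. Growth restoration read as absorbance at 600 nm. CP55940 positive control, DMSO negative.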
DRD3 antagonist: D3 dopamine receptor (human) antagonism. D3R cells, DiscoveRx beta-arrestin luminescence, antagonist mode; stronger effect = lower value. P35462. 2.5% of 360,000 active. max response, negative = inhibition, %; in the data active = max response below about -50%; inconclusive = no clear call, values can overlap the other calls; note: % is set by controls: 0 for no effect and ±100 for the full control effect; mostly tested at two doses, the higher about 12 µM
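Cells expressing the human receptor were seeded at 1500 cells/well, incubated overnight at 37 degrees C in 5% CO2, then exposed to library compounds with dopamine controls for 90 minutes at 37 degrees C before luminescent detection.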
* marks the source's active call; other numbers are inactive results; ? = inconclusive; / = no result given; [ ] = another dose, or the depositor's remark. Unless noted, calls come from the whole dose curve; as a rule, active = well fitted curve in the direction sought with a large enough effect; inconclusive = small, poorly fitted or top-dose-only effect, or another doubt; inactive = no such curve, though single readings can be large; an effect the other way counts as inactive or inconclusive.

SMILES	Abeta yeast res	EPAC2 antagonist	TDP-43 yeast inh	DRD3 agonist	aSyn rescue	EPAC2 ag	FUS suppressor	DRD3 antagonist
O=C(NCc1ccc(F)cc1)c1cc(S(=O)(=O)N2CCCCC2)c[nH]1	0%	9%	-1%	-8	-19%	10%	-3%	0
CCOc1ccc(Oc2c(C)oc3cc(O)ccc3c2=O)cc1	?	11%	-21%[0.397 µM]	-11	7%	3%	19%	13
COc1ccc(C)cc1S(=O)(=O)N(CC(=O)N1CCCC1)c1ccc(C)cc1	9%	8%	19%	3	2%	2%	5%	9
CCN1CCN(C(=S)NCC(C)C)CC1	9%	0%	4%	-4	-9%	-4%	-16%	11
C[C@@H](C(=O)NC1CCN(Cc2ccccc2)CC1)N1C(=O)N2CCc3c([nH]c4ccccc34)[C@@]2(C)C1=O	-13%	-10%	3%	-38	1%	10%	10%	-20
Cc1ccc(C(=O)CCNc2ccc(Br)cc2)o1	10%	6%	17%	1	-2%	-9%	7%	1
Nc1ccc(-n2nnnc2-c2ccco2)cc1	5%	6%	2%	1	5%	2%	17%	12
CC(NC(=O)c1ccccc1F)c1nnc(SCC(=O)NC2CCCCC2)n1C (stereo unspecified)	8%	4%	0%	0	0%	8%	1%	5
Cc1nonc1NC(=O)CSc1nc(C23CC4CC(CC(C4)C2)C3)nc2ccccc12	2%	-15%	13%	2	3%	15%	1%	20
COc1ccc(N2C(=O)CC(N3CCOCC3)C2=O)cc1 (stereo unspecified)	9%[9.22 µM]	-5%	7%	2	-1%	-10%	-33%	0
COc1cccc(/C=C2\Oc3cc(OCC(=O)N4Cc5ccccc5C[C@H]4C(=O)O)ccc3C2=O)c1	5%	-4%	4%	8	7%	-9%	28µM*	10
Cc1oc(-c2ccc(Cl)cc2)nc1CS(=O)CC(=O)NCc1ccco1 (stereo unspecified)	-13%	1%	-5%	13	4%	-6%	-12%	-16
CN(C)S(=O)(=O)c1ccc(NC(=O)CSc2nnnn2C)cc1	5%	-17%	5%	3	3%	-2%	-35%	3
CCOc1ccc(CCN2C(=O)C(=O)N([C@@H](Cc3ccccc3)CN3CCC[C@H]3CN3C(=O)C(=O)NC[C@@H]3Cc3ccccc3)C[C@@H]2CC(C)C)cc1	-8%	-9%	4%	-10	4%	5%	34%	2
C/C(=N/NC(=O)c1cc(-c2ccc(Br)s2)[nH]n1)c1ccco1	-17%	-10%	-23%	-21	-6%	5%	40%	-17
Cc1cccc(-n2ccnc2SCC(=O)Nc2cccc(S(=O)(=O)NC3=NCCC3)c2)c1C	11%	-1%	2%	-6	1%	-4%	7%	4
CC(=O)c1cccc(NC(=O)c2ccc3c(Cl)c4c(nc3c2)CCCC4)c1	-3%	-2%	5%	1	-6%	14%	8%	-7
COc1cccc(-c2nnc(NC(=O)c3ccc(Cl)s3)o2)c1	?	1%	10µM*	6	?	-8%	-16%	-18
NC(=O)c1ccccc1NC(=O)Nc1cccc(Cl)c1	-2%	-2%	-11%	1	-13%	-5%	0%	-6
C=CCn1c(-c2ccoc2)n[nH]c1=S	1%	-6%	-7%	1	6%	9%	/	9
O=C(C1CC1)N1CCc2cc(Br)cc(S(=O)(=O)NCC3COc4ccccc4O3)c21 (stereo unspecified)	8%	0%	15%	1	6%	6%	?	-13
COc1ccc(-c2nc(CSCC(=O)NCc3ccc4c(c3)OCO4)c(C)o2)cc1OC	1%	-10%	26%	4	6%	-4%	11%	10
COc1ccc(C2CCCN2CC(O)COc2ccccc2C(C)C)cc1 (stereo unspecified)	0%	-11%	-7%	-13	-3%	7%	?	?
Cc1ccc(C)c(S(=O)(=O)N2CCCC2CNC(=O)C(=O)NCc2ccccc2)c1 (stereo unspecified)	3%	-1%	16%	4	-8%	5%	/	-16
Cc1ccc2nc(-c3cccc(S(=O)(=O)N4CC(C)OC(C)C4)c3)cn2c1 (stereo unspecified)	15%	-15%	18%	5	-3%	-7%	20%	8
Cc1cccc(N2CCN(CC(=O)Nc3ccc(S(=O)(=O)N4CCOCC4)cc3)CC2)c1C	6%	-2%	-7%	0	-4%	7%	21%	-24
Cc1ccc(C(=O)CSc2ncn[nH]2)cc1	10%	-8%[57.1 µM]	-4%	-5	-2%	12%	20%	0
Cc1cccc(N2CCN(Cc3ccc([N+](=O)[O-])o3)CC2)c1C	3%	1%	-4%	-20	3%	7%	-10%	0
CSc1ccccc1NC(=O)Nc1cccc(F)c1	-17%	-9%	9%	-6	-18%	24%	7%	1
Cn1c(N)c(C(=O)c2cc(-c3ccccc3)nc3ccccc23)c(=O)n(C)c1=O	-12%	13%	2%	5	8%	0%	-2%	0
COC(=O)c1ccc(NC(=O)c2cc[n+](Cc3ccccc3)cc2)cc1	-8%	-1%	2%	-12	0%	7%	-13%	-14
CSc1cccc(NS(=O)(=O)c2cccs2)c1	35%	-2%	2%	-9	10%	4%	6%	-6
O=C(Cc1n[nH]c(=O)c2ccccc12)NCc1ccccc1	-6%	10%	-8%	0	-1%	1%	12%	2
C[C@H](CO)N1C[C@H](C)[C@@H](CN(C)S(=O)(=O)c2ccccc2)Oc2ccc(NS(=O)(=O)c3ccccc3)cc2C1=O	7%	-12%	2%	1	3%	4%	35%	38
CCC(=O)Nc1cccc(C2=NOC3(C2)C[C@@H](C(N)=O)N(C(=O)C2(C)CC2)C3)c1 (stereo partly specified)	3%	-3%	15%	11	-1%	6%	-18%	4
CNc1nc(Nc2ccc(C)c(Cl)c2)nc(N)c1[N+](=O)[O-]	25%	8%	-29%	2	4%	4%	/	1
Cc1cc(C(=O)NCc2ccccc2)c2c(C)nn(-c3cccc(F)c3)c2n1	-10%	/	0%[9.22 µM]	10	/	/	16%	/
CCOC(=O)c1c(C)[nH]c(C)c1S(=O)(=O)N(C)CC(=O)NCc1ccc(F)cc1	13%	-7%	-7%	1	-1%	-6%	5%	-9
O=C(O)/C(=C\c1cccs1)c1ccccc1	15%	-2%	-2%	-1	12%	7%	12%	8
CCCCN(C)C(=O)C(Cc1ccccc1)NS(=O)(=O)c1ccc2c(c1)CCC(=O)N2 (stereo unspecified)	9%	8%	14%	-1	?	3%	-9%	-27
COc1ccc(CCn2c(=O)[nH]c3cc(C(=O)NCCN4CCOCC4)ccc3c2=O)cc1OC	5%	6%	20%	-3	-2%	4%	0%	14
O=C(CSc1nc(-c2ccccc2)cs1)Nc1ccccc1[N+](=O)[O-]	0%	14%	4%	-3	13%	4%	25%	1
O=C(CC1SC(=Nc2cccc3ccccc23)N(Cc2ccccn2)C1=O)Nc1ccccc1Br (stereo unspecified)	?	-16%	?	-10	13%	12%	47%	-19
O=C(Nc1cccc(C(F)(F)F)c1)Nn1cnnc1	12%	2%	7%	-6	-9%	7%	-4%	-9
CC(C)OCCCn1c(-c2ccc(Br)cc2)c[nH]c1=S	?	-17%	13%	-1	-13%	0%	28%	-2
Clc1cccc(-c2nc(NCCCN3CCOCC3)c3ccccc3n2)c1	0%	-11%	12%	-2	2%	8%	-30%	-1
CC(C)(C)c1nc2c(s1)CCc1onc(-c3ccc(Br)cc3)c1-2	9%	-10%	16%	8	0%	0%	-37%	22
O=C(Nc1ccccc1Cl)c1cc(C2CCCN(C(=O)c3ccccc3)C2)on1 (stereo unspecified)	-13%	0%	?	6	25%	6%	35%	11
O=C(Nc1cccc(C(F)(F)F)c1)C1CCCN(c2ncccn2)C1 (stereo unspecified)	-18%	-5%	17%	-14	-15%	7%	12%	60
Cc1cc(C(F)(F)F)nc(NCc2ccc(F)cc2)n1	-4%	-12%	18%	-2	1%	-16%	-33%	-12
O=c1[nH]c2ccccc2nc1C(Nc1ccccc1)c1ccccc1 (stereo unspecified)	11%	-1%	11%	14	5%	-6%	0%	10
N#CCCS(=O)(=O)c1ccc(N)cc1	-18%	-13%	-19%	-5	-8%	2%	21%	-23
CCOC(=O)c1ccccc1OCc1cc(/C=N/NC(=O)c2ccncc2)ccc1OC	21%	-6%	21%	4	4%	2%	-3%	8
COc1cc2c(cc1OC)CN(C(=O)c1cc(COc3ccccc3SC)on1)CC2	-2%	-2%	22%	3	3%	7%	36%	7
N#CC1=C(N)OC2=C(C(=O)CCC2)C1c1ccoc1 (stereo unspecified)	-10%	19%	-16%[9.22 µM]	-11	-1%	6%	-5%	-25
CCOC(=O)[C@@H]1[C@H]2COc3ccc(Br)cc3[C@@H]2N2C(=O)N(c3ccc(F)cc3)C(=O)[C@]12C	7%	-3%	21%	-10	0%	17%	26%	3
Cc1ccc(NC(=O)CN2C(=O)CSC2=O)cc1	15%	2%	7%	-1	8%	1%	13%	19
COC(=O)c1cccc(OCCCN2CCC(C(O)(c3ccccc3)c3ccccc3)CC2)c1	12%	-11%	22%	-14	2%	9%	14%	-93*
CN(C)c1cccc2c1c(NC(=O)c1ccc(Cl)cc1)nn2C	-6%	-6%	-1%	9	0%	-1%	24%	8
COc1ccc(NC(=O)CC2SC(=NCc3ccccc3OC)NC2=O)cc1 (stereo unspecified)	23%	6%	-7%	0	2%	-6%	9%	-14
CCOC(=O)C(NC(=O)c1ccc(OC)cc1)(N1CCOCC1)C(F)(F)F (stereo unspecified)	-21%	-1%	-2%	0	3%	11%	3%	-4

Full records from above. Screens in order: Abeta yeast res, EPAC2 antagonist, TDP-43 yeast inh, DRD3 agonist, aSyn rescue, EPAC2 ag, FUS suppressor, DRD3 antagonist
Nc1ccc(-n2nnnc2-c2ccco2)cc1 reads 5%, 6%, 2%, 1, 5%, 2%, 17%, 12
CN(C)S(=O)(=O)c1ccc(NC(=O)CSc2nnnn2C)cc1 reads 5%, -17%, 5%, 3, 3%, -2%, -35%, 3
C=CCn1c(-c2ccoc2)n[nH]c1=S reads 1%, -6%, -7%, 1, 6%, 9%, /, 9
CNc1nc(Nc2ccc(C)c(Cl)c2)nc(N)c1[N+](=O)[O-] reads 25%, 8%, -29%, 2, 4%, 4%, /, 1
O=C(CSc1nc(-c2ccccc2)cs1)Nc1ccccc1[N+](=O)[O-] reads 0%, 14%, 4%, -3, 13%, 4%, 25%, 1

A portion of the library (hit frequency here may not be typical).
